# human PMI inhibitors – MPI inhibition at elevated mannose 6-phosphate – biochemical, fluorescence intensity, high mannose 6-phosphate, primary screen (AID 1220); recombinant PMI enzyme, coupled fluorescence intensity; higher % means a stronger effect; hit rate 0.66% among 190,000; one-dose inhibition, % at 20 µM; IC50 in µM for titrated hits
# Large T inhibition – SV40 large T antigen inhibitors, biochemical (AID 1903) | SV40 large T antigen ATPase/helicase inhibition assay; higher % means a stronger effect | inhibition, % at 20 µM, or IC50 in µM where a hit was titrated | hit rate 0.39% among 310,000; in the data active = a potency from the dose series; note: strong numbers were not always called active
# RSV CPE inhibition – RSV antiviral activity via CPE protection, HEp-2 cells, primary 10 µM value included (AID 2391); HEp-2 cells, RSV-induced CPE inhibition; higher % means a stronger effect; CPE inhibition, % at 10 µM; hits with a dose series show IC50 in µM; hit rate 0.13% among 310,000; in the data active = a potency from the dose series; note: strong numbers were not always called active
# ER stress rescue – protection against thapsigargin-triggered cell killing – 384-well, CSM14.1, ATP luminescence, primary screen (AID 1222); CSM14.1 thapsigargin-induced death rescue, ATP luminescence; higher % means a stronger effect; cellular ATP content (survival), % at 20 µM; hits with a dose series show EC50 in µM; 190,000 tested, under 10 active;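 active = EC50 below 50 µM in the dose-response confirmation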;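 note: death triggered by thapsigargin at about 15 µM added after 2 h compound pretreatment; cell ATP read after overnight thapsigargin exposure of roughly 18 to 22 hours; normalized against plate controls of thapsigargin alone and 5% DMSO vehicle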
# Salmonella PhoP GFP – inhibitors of PhoP regulon expression, primary screen, Salmonella Typhimurium, GFP reporter (AID 1863). S. Typhimurium PhoP-regulated promoter GFP reporter, 4 h; higher % means a stronger effect. inhibition, % at 50 µM, or IC50 in µM where a hit was titrated. hit rate 0.16% among 300,000;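 active = inhibition over 29.93%, a cutoff 3 SD above the screen mean, later confirmed by dose response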;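 note: 0% = low Mg2+ inducing control and 100% = high Mg2+ repressing control; strong numbers were not always called active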
# TNAP activation fold – human TNAP enzyme activators, primary screen, biochemical, luminescent, no phosphate acceptor, uHTS (AID 1001); one-dose activation fold at 20 µM; EC50 in µM for titrated hits; purified TNAP, luminescent activation assay, no phosphate acceptor; higher activation fold means a stronger effect; hit rate 0.03% among 200,000; in the data active = activation fold from about 3, or a potency from the dose series; inactive = the rest, 99 in 100 with activation fold below about 1.6; note: many of its hits are not listed in these tables
# West Nile virus CPE – West Nile virus antiviral activity, cell-based, CPE readout (AID 1621). hit rate 0.02% among 290,000. one-dose CPE inhibition, % at 10 µM; IC50 in µM for titrated hits. West Nile virus-infected cells, CPE inhibition; higher % means a stronger effect; in the data active = a potency from the dose series; note: strong numbers were not always called active
# Insulin prom up – MIN6 insulin promoter up-regulation; MIN6 insulin promoter-GFP reporter, high-content imaging; stronger effect = higher value; z-score at 5 µM; hit rate 0.3% among 190,000;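 active = z-score above 3 at 5 µM with at least 500 cells counted in the well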
# PMI inhibitors – inhibitors of human PMI, primary screen, biochemical, fluorescence intensity, coupled assay (AID 1209). purified PMI enzyme, coupled fluorescence intensity; higher % means a stronger effect. inhibition, % at 20 µM; hits with a dose series show IC50 in µM. hit rate 0.42% among 190,000;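 note: plate controls were DMSO vehicle for no effect and wells lacking substrate for full effect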
# Insulin prom up cell count – second read-out of Insulin prom up, no call of its own (marks repeat the call); cell count; measured here: cytotoxicity, nuclei count;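 total cells summed across four imaged fields per well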
# Numbers without * were called inactive; x = not tested or not shown. Cut-off read from the data, not from the text of the source, unless noted: active = inhibition above about 50%; inactive = the rest.
SMILES,human PMI inhibitors,Large T inhibition,RSV CPE inhibition,ER stress rescue,Salmonella PhoP GFP,TNAP activation fold,West Nile virus CPE,Insulin prom up,Insulin prom up cell count,PMI inhibitors
CCC1CCCCN1C(=O)CSc1nnc(-c2cccc(Cl)c2)o1 (stereo not given),3%,-6%,7.2%,0.2%,5%,1.1,-0.4%,-0.98,932,18%
CCOc1ccc(NC(=O)C2CCCN2S(=O)(=O)c2ccc(OCC)cc2)cc1 (stereo not given),x,-10%,9.8%,x,4%,x,-1.6%,x,x,x
Cn1c(=O)c2c(nc(N3CCN(Cc4ccccc4)CC3)n2CCCc2ccccc2)n(C)c1=O,-4%,19%,-2.7%,0.0%,1%,1.1,0.5%,-2.1,942,-4%
Cc1cccc(OCCCCCn2ccnc2)c1C,5%,9%,17%,-0.5%,-1%,1.2,-1.6%,-4.6,852,6%
CC(C)C(=O)Nc1ccc(C(=O)Nc2nnc(C(C)(C)C)s2)cc1,2%,4%,0.3%,3.9%,6%,1,0.2%,x,x,-2%
CCc1ccc(NC(=O)CN2CCC(C(=O)c3ccc(OC)cc3)CC2)cc1,x,6%,8.3%,x,3%,x,-0.9%,x,x,x
CS(=O)(=O)N(CC(=O)NCc1ccncc1)c1ccc(Cl)c(Cl)c1,9%,10%,1.0%,-2.7%,-8%,1.1,-0.6%,x,x,8%
Cc1ccccc1CN1[C@@H]2c3ccccc3C[C@@H]2OCCS1(=O)=O,x,13%,1.7%,x,6%,x,-0.2%,x,x,x
CCc1nc2c(oc3ccccc32)c(=O)[nH]1,4%,3%,0.5%,4.8%,18%,1,0.5%,2.2,1473,6%
O=C(c1cccnc1)N1CCN(c2ccc([N+](=O)[O-])cc2Cl)CC1,0%,12%,1.5%,-1.1%,5%,1,-0.9%,-0.83,1602,6%
Cn1nc(C(=O)NC2CCCN(Cc3ccccc3F)C2)c2ccccc2c1=O (stereo not given),x,4%,2.0%,x,5%,x,-1.0%,x,x,x
COc1ccc(C)cc1S(=O)(=O)N1CCC(C(=O)NCCc2ccccc2)CC1,-4%,12%,0.6%,-3.1%,-13%,1,-0.7%,0.43,1218,-4%
CC(=O)N/N=C/c1cc(C(C)(C)C)cc(/C=N/NC(C)=O)c1O,x,25%,4.7%,1.9%,1%,2.9,0.9%,x,x,x
CCc1cc2cc(C)ccc2nc1SCC(=O)NNC(=O)c1ccco1,x,-3%,0.6%,x,4%,x,-0.1%,x,x,x
Cc1ccc(NCC(=O)N/N=C/c2cc3ccccc3nc2Cl)cc1,58%*,2%,3.0%,-1.9%,-15%,1,x,-0.58,1350,35%
O=C(c1c(Cl)cccc1Cl)N1CCCCCC1,2%,2%,1.9%,-0.9%,4%,1.1,0.2%,-0.7,1352,1%
CC[n+]1ccc(/C=C/c2c[nH]c3ccccc23)cc1,x,29%,5.0%,x,-50%,x,-1.3%,x,x,x
COc1ccc(C2C=C(C)Nc3nc4ccccc4n32)cc1 (stereo not given),-2%,2%,-0.3%,2.9%,-7%,0.9,-0.8%,0.1,1379,-7%
CCCC(=O)NC(=S)Nc1ccc(N2CCN(C(=O)c3cccs3)CC2)cc1,-2%,14%,3.9%,0.6%,-8%,1.1,-2.0%,-2.6,1375,4%
CCCCNC(=O)/C(C#N)=C/c1cccnc1,1%,5%,0.5%,-0.7%,16%,1.1,-0.4%,0.21,1296,6%
O=C(/C=C/c1ccc(Br)cc1)NC(=S)NNC(=O)c1ccco1,-9%,5%,1.2%,2.9%,-16%,2.3,x,x,x,-1%
O=C(NNC(=O)c1ccccc1Cl)c1cc2cc(OC(F)(F)F)ccc2[nH]1,x,2%,2.9%,x,-9%,x,-0.1%,x,x,x
CN(Cc1c(C(=O)N/N=C/c2ccc(O)cc2)nnn1-c1nonc1N)c1ccccc1,x,20%,0.3%,x,8%,x,0.3%,x,x,x
C/C(CC(=O)Nc1ccccn1)=N\NC(=O)c1ccc2ccccc2c1,7%,-45%,1.7%,-2.1%,8%,1.2,-1.6%,0.62,1453,16%
CCOc1ccc(NC(=S)NC(=O)/C=C/c2ccc(OC)cc2)c([N+](=O)[O-])c1,1%,4%,2.6%,2.3%,-18%,1,-0.8%,0.01,1564,7%
Cc1cc(C)cc(NC(=S)NCc2ccncc2)c1,-5%,6%,-0.1%,-1.8%,5%,1.1,-0.3%,-0.19,1551,-4%
CN=c1oc2ccc(Cl)cc2cc1C(N)=O,2%,15%,0.7%,-0.1%,4%,1.1,-0.2%,0.67,1246,8%
CCOC(=O)[C@@H]1[C@H]2COc3ccc(Br)cc3[C@H]2N2C(=O)N(c3cccc(Cl)c3)C(=O)[C@]12C,x,21%,1.1%,x,-4%,x,-1.9%,x,x,x
COc1ccc2c(c1)c1nnc(SC)nc1n2C,-5%,8%,4.5%,-0.9%,-3%,1.1,-1.0%,0.54,1235,-3%
Cc1cc(N=CC2=C(O)CCCC2=O)no1,5%,11%,0.7%,0.0%,17%,1,1.6%,0.22,1183,-11%
Cc1ccsc1C(=O)NCCc1c[nH]c2ccccc12,x,11%,1.2%,x,-4%,x,-0.6%,x,x,x
Cc1ccc(C(=O)Nc2cccc(C(F)(F)F)c2)cc1NC(=O)c1ccno1,x,8%,5.7%,x,-3%,x,-0.5%,-0.31,983,x
CCCNS(=O)(=O)c1ccc(OCC(=O)N2CCN(c3ccccc3)CC2)cc1,10%,1%,0.7%,0.4%,-12%,1.1,-1.2%,-0.18,1484,14%
O=C1c2ccccc2C(Nc2ccccc2)N1Cc1ccc2c(c1)OCO2 (stereo not given),x,8%,8.7%,x,-8%,x,-0.1%,-0.79,908,x
COc1ncccc1-c1nnn(-c2ccccc2Br)n1,x,10%,1.6%,x,6%,x,-0.7%,x,x,x
CC(=O)c1cccc(NS(=O)(=O)c2csc(C(N)=O)c2)c1,x,6%,1.2%,x,-7%,x,-0.4%,x,x,x
CN(C)CCNC(=O)CCCNC(=O)Cn1cnc2sc3c(c2c1=O)CCCC3,-10%,13%,-0.3%,-0.1%,-4%,1.1,-0.1%,x,x,-6%
O=C(Nc1ncc2c(n1)CC(c1ccccc1)CC2=O)c1ccco1 (stereo not given),4%,6%,-0.8%,-0.9%,-3%,1.1,0.4%,x,x,0%
C=C1c2cc(CC)ccc2NC(=O)N1c1ccc(C)cc1,-107%,0%,2.4%,-0.4%,2%,1.2,0.1%,-0.53,958,-76%
CCOc1ccc(N2C(=O)CC(Cc3ccc(Br)cc3)C2=O)cc1 (stereo not given),x,8%,0.8%,x,-8%,x,-1.2%,x,x,x
CCc1ccc2ncc(C(=O)c3ccccc3)c(N3CCOCC3)c2c1,-12%,8%,-0.7%,0.4%,-1%,1,0.1%,-0.36,1055,-28%
COc1ccc(S(=O)(=O)n2nc(OC(=O)c3c(-c4ccccc4Cl)noc3C)cc2N)cc1,10%,6%,0.3%,-2.6%,8%,1.1,0.5%,x,x,12%
Cc1cc(O)cc(O)c1C(=O)Cc1ccccc1,-3%,5%,12%,-2.0%,14%,1,-0.8%,0.27,1259,-4%
Cc1ccccc1OCCCn1c(=O)sc2ccccc21,6%,15%,43%,-1.6%,-8%,1.1,-0.7%,-0.26,1319,10%
OCC1(Cc2cccc(F)c2)CCN(Cc2ccc3cccc(F)c3n2)CC1,x,4%,1.3%,-0.6%,-5%,1,-0.7%,x,x,x
Cc1ccc(NC(=O)C2CCN(S(C)(=O)=O)CC2)cc1C,5%,-4%,1.4%,-1.5%,2%,1.1,-0.2%,0.47,978,1%
CN(CCNS(=O)(=O)c1ccc2c(c1)oc(=O)n2C)Cc1ccccc1,6%,12%,1.1%,-1.6%,30%,1.1,1.0%,-1.3,1718,6%
CCOC(=O)c1cc2sccc2n1CC(=O)Nc1ccc(OC)c(OC)c1,4%,4%,1.8%,-3.7%,3%,1.1,-0.9%,0.16,1033,9%
Cc1c(NC(=O)C(C)OC(=O)c2cccs2)c(=O)n(-c2ccccc2)n1C (stereo not given),1%,2%,0.7%,-1.6%,21%,1.1,0.3%,0.4,1474,-11%
CCCn1c(SCC(=O)NCc2ccco2)nc2c1c(=O)n(C)c(=O)n2C,12%,4%,0.2%,x,-11%,1.1,0.4%,-1,1051,6%
CCOc1ccc2cc(C#N)c(SCC(=O)N3CCOCC3)nc2c1,11%,13%,3.2%,-1.9%,-11%,1.2,-0.3%,x,x,14%
CCOc1ccc(Br)cc1S(=O)(=O)Nc1ccc(C(=O)Nc2ccccc2OC)cc1,17%,12%,8.5%,-0.2%,-5%,1.1,-1.1%,0.13,1397,12%
c1nc(NC2CCCC2)c2[nH]cnc2n1,15%,0%,2.0%,x,7%,1.7,-0.2%,0.38,1583,13%
Cn1nnnc1SCC(=O)Nc1ccccc1C(=O)NCc1ccccc1,10%,2%,1.0%,-3.2%,0%,1.1,-0.1%,-0.54,1549,8%
Cc1sc(NC(=O)C2CCCC2)c(C#N)c1C,2%,3%,5.3%,-0.9%,15%,1,-1.3%,-0.08,1314,24%
O=C(c1ccco1)N1CCN(c2ccc(S(=O)(=O)N3CCCC3)cc2)CC1,4%,11%,-1.0%,-0.7%,2%,1.1,-0.2%,-0.06,1131,0%
Cc1cc(C)n(CC(O)CN2c3ccccc3Sc3ccccc32)n1 (stereo not given),3%,19%,2.8%,0.4%,1%,0.9,-1.2%,-0.15,1431,2%
c1ccc2c(c1)CC1(CCCC1)n1nnnc1-2,-3%,2%,0.1%,5.3%,4%,1.1,1.4%,-0.65,1291,0%
COc1ccccc1-c1noc(-c2ccncc2)n1,18%,8%,12%,-3.0%,-6%,1.1,0.9%,1.1,1364,18%
COCCNC(=S)Nc1cc2oc3ccccc3c2cc1OC,x,12%,16%,x,4%,x,0.6%,x,x,x

# Other compounds
SMILES,human PMI inhibitors,Large T inhibition,RSV CPE inhibition,ER stress rescue,Salmonella PhoP GFP,TNAP activation fold,West Nile virus CPE,Insulin prom up,Insulin prom up cell count,PMI inhibitors
CC1(C)Cc2cccc(OCC(N)=O)c2O1,-15%,10%,0.3%,-1.2%,-3%,1,0.2%,0.49,1568,-16%
O=C(c1ccccc1)N1CCN(C(=O)N2CCCCC2)CC1,1%,0%,0.8%,-1.1%,-3%,1.1,0.1%,1.3,1217,1%
CCN1CCCC(OC(=O)c2cc(-c3ccccc3Cl)nc3ccccc23)C1 (stereo not given),-2%,3%,1.2%,0.3%,3%,1,0.4%,-0.56,1726,-8%
Cc1ccc(Sc2ncccc2COC(=O)Nc2ccccc2)cc1,9%,0%,21%,-0.7%,1%,1.1,-0.6%,-0.42,1456,17%
C/C(=N/NC(=O)c1cccs1)c1cccc(N)c1,5%,24%,3.1%,0.5%,8%,1.1,0.4%,-0.09,1428,4%

# Screens from PubChem BioAssay.
